High-throughput results: PubChem BioAssay, several laboratories
CRFR2-BP antag: CRF-BP/CRF-R2 complex antagonism; HEK293 CRF-R2/CRF-BP, CRF-induced calcium fluorescence; inhibition, % at 11.8 µM; 350,000 tested, 0.59% active; AID 588475;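 active = inhibition of the ligand-induced calcium signal above about 50% at the single tested concentration, limit read from the data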
M5 PAM: CHRM5 positive allosteric modulation. P08912. CHO-K1 hM5, Fluo-8 calcium, ACh EC20 PAM; 0% = ACh EC20, 100% = ACh EC100. activation, % at 3 µM. 360,000 tested, 0.3% active;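 active = activation above the run cutoff, the mean activation of all test compounds plus 3 SD, cut at about 18% in these data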
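Probe or stimulus: acetylcholine, EC20 level; Assay system: human M5 receptor in CHO-K1 cells; Schedule: compound preincubation 140 s before EC20 acetylcholine addition; Technique: intracellular calcium via Fluo-8 fluorescence; Dosing: single-point, 3 µM nominal; Read-out basis: percent activation from peak-over-basal fluorescence ratio, scaled EC20-to-EC100 acetylcholine; Repeats: one well per compound, no replicates.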
M5 ag: CHRM5 agonism in calcium assay; 360,000 tested, 0.19% active; activation, % at 3 µM; P08912; CHO-K1 hM5 cells, Fluo-8 calcium fluorescence; 0% DMSO wells, 100% maximal acetylcholine response; AID 624037;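 active = activation above the run's mean over test compounds plus 3 SD, cut at about 23% in these data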;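 also: signal is peak over basal fluorescence ratio across the kinetic read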
CRFR2-BP ag: CRF-BP/CRF-R2 complex agonism | activation, % at 13.2 µM | 350,000 tested, 0.46% active | HEK293 CRF-R2/CRF-BP, calcium dye fluorescence (FLIPR); percent of saturating CRF peptide response;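 active = activation of at least 50%, plus an integration ratio under a set limit after plate pattern correction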;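 also: plate controls were neutral control wells without compound for no effect and CRF at EC100 for full effect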
CHRM4 agonist: agonists of human muscarinic M4 receptor (CHRM4). 360,000 tested, 0.14% active. CHO-K1 hM4/Gqi5, Fluo-8 calcium fluorescence; vehicle 0%, full acetylcholine response 100%. AID 624127. activation, % at 3 µM. P08173;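 active = activation above the run mean over all test wells plus 3 SD, cut at about 32% in these data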;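 also: peak over basal fluorescence ratio per well then scaled between controls; 0% = DMSO wells and 100% = acetylcholine at EC100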
Target sequence (P08173 whole entry, looked up): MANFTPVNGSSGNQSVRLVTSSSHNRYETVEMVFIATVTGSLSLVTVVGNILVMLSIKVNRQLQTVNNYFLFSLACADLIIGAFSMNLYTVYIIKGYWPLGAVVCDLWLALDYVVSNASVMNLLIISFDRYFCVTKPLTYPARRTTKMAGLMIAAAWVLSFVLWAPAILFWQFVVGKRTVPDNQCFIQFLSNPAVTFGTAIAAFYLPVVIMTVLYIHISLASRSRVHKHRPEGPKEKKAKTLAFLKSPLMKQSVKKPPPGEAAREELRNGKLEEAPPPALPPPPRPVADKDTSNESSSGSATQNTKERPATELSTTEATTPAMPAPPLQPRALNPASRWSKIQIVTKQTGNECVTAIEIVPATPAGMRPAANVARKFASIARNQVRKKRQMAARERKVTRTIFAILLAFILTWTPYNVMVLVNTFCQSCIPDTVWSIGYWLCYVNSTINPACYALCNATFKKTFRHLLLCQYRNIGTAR
M5 antag: antagonists of human muscarinic M5 receptor (CHRM5); P08912; CHO-hM5 cells, Fluo-8 calcium fluorescence, ACh EC80; inhibition, % at 3 µM; 360,000 tested, 0.59% active;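 active = inhibition above a per-plate cutoff, the mean of that plate's test compounds plus 3 SD, cut at about 27% in these data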;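 also: 0% = acetylcholine EC80 with DMSO and 100% = DMSO without agonist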
M1 PAM: positive allosteric modulators of human M1 muscarinic receptor; CHO-K1 hM1, Fluo-8 calcium fluorescence, ACh EC20; 0% = ACh EC20, 100% = maximal ACh; AID 588819; 360,000 tested, 0.088% active; P11229; activation, % at 3 µM; in the data active = activation above about 19%, passing the limit was not always enough
Target sequence (P11229 whole entry, looked up): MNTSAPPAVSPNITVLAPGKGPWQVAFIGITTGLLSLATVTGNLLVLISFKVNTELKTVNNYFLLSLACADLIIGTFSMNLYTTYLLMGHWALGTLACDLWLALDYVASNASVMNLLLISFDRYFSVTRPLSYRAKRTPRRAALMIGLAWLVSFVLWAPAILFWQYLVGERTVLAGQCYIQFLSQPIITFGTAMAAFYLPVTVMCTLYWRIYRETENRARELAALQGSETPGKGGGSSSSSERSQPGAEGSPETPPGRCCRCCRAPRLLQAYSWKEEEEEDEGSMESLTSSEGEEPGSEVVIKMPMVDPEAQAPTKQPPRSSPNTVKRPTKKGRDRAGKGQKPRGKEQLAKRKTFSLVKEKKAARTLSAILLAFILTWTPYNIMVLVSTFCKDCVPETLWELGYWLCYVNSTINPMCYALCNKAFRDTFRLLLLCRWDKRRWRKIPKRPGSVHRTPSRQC
M4 PAM: CHRM4 positive allosteric modulation; P08173; CHO-K1 hM4/Gqi5, Fluo-8 calcium fluorescence, ACh EC20; 0% = ACh EC20, 100% = maximal ACh; activation, % at 3 µM; 360,000 tested, 0.4% active;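 active = activation above its plate's cutoff, the mean activation of sample wells plus 3 SD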; also: some results filed as inactive read as strong as hits
CHRM4 antagonist: CHRM4 antagonism in calcium assay; inhibition, % at 3 µM; 360,000 tested, 0.73% active; CHO-hM4 cells, ACh EC80, Fluo-8 calcium fluorescence; P08173;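 active = inhibition above its plate's cutoff, the mean inhibition of sample wells plus 3 SD, cut at about 27% in these data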;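 also: 0% = acetylcholine EC80 with DMSO and 100% = DMSO without agonist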
* hit, by the source's call; x = not tested or not shown. Compounds as they come; 2.6% or so of the library scored in one or more.

SMILES	CRFR2-BP antag	M5 PAM	M5 ag	CRFR2-BP ag	CHRM4 agonist	M5 antag	M1 PAM	M4 PAM	CHRM4 antagonist
CCOC(=O)N1CCN(C(=O)CN(c2cccc(C(F)(F)F)c2)S(C)(=O)=O)CC1	0	13	-2	1.8	0	-7	12	-4	11
Cc1ccc(NC2CNC(=O)NC2=O)cc1C (configuration not stated)	-16	8	3	0.6	1	-6	5	2	-11
COc1cccc(C(=O)NC2CCN(C(=O)N3c4ccccc4Sc4ccccc43)CC2)c1	-39	-4	1	-0.7	2	6	-2	-7	11
COCc1nnc(N)s1	6	-1	4	-0.4	1	-1	14	15	-8
O=C(Nc1cccc(NC(=O)c2cccc(F)c2)n1)c1cccc(F)c1	-22	-18	4	-0.3	27	5	-8	-12	-8
Cn1c(=O)oc2cc(S(=O)(=O)N3CCC(C(=O)NCc4ccccc4Cl)CC3)ccc21	-9	2	-4	0.2	0	6	5	2	-2
CCCCn1c(N)c(N(CCC(C)C)C(=O)CN2C(=O)C3CCCCC3C2=O)c(=O)[nH]c1=O (configuration not stated)	4	13	0	0.2	1	-20	3	5	-8
C#CCOCCOCCOCCNc1nc(N2CCN(C(=O)[C@H]([C@@H](C)CC)n3cc(CCC(=O)O)nn3)CC2)nc(N2CCN(C(=O)[C@H](CCCCN)n3cc(CCC(=O)O)nn3)CC2)n1	8	11	3	-6.2	2	7	-3	0	7
C=CCn1c(=S)[nH]c2cc(C(=O)N3CCN(c4ccccc4OC)CC3)ccc2c1=O	-21	4	1	-0.4	3	-3	2	8	-5
CCN(CC)CCNC(=O)c1ccc(NC(=O)Cc2cccc3ccccc23)cc1	-9	-8	-9	6.3	0	16	-25	-14	-3

The final two compounds of the part above open the next one:
SMILES	CRFR2-BP antag	M5 PAM	M5 ag	CRFR2-BP ag	CHRM4 agonist	M5 antag	M1 PAM	M4 PAM	CHRM4 antagonist
C=CCn1c(=S)[nH]c2cc(C(=O)N3CCN(c4ccccc4OC)CC3)ccc2c1=O	-21	4	1	-0.4	3	-3	2	8	-5
CCN(CC)CCNC(=O)c1ccc(NC(=O)Cc2cccc3ccccc23)cc1	-9	-8	-9	6.3	0	16	-25	-14	-3
Cc1nc(Cc2nnc(SCC(=O)N3CC(=O)Nc4ccccc43)o2)cs1	6	0	-9	0.3	1	6	5	3	-7
COc1ccc(C(=O)Nc2c(N)nc(SCC(=O)N3CCC(C)CC3)[nH]c2=O)cc1	7	1	-5	1.1	0	0	-1	1	-1
COc1ccc(C(C(=O)NC2CCCCC2)N(C(=O)c2ccco2)c2ccccc2OC)cc1 (configuration not stated)	-12	0	2	-0.5	3	7	8	-4	-17
O=C(COC(=O)c1ncc(Cl)c(Cl)c1Cl)NC1CCS(=O)(=O)C1 (configuration not stated)	-4	2	2	-1.0	0	-1	0	-7	-1
Cc1ccc(S(=O)(=O)N2CCC(C(=O)N[C@@H](Cc3ccccc3)C(=O)O)CC2)cc1	-2	-4	-3	-0.7	1	2	8	1	3
COc1ccc(-n2c(SCc3cn4c(C)cccc4n3)nc3ccccc3c2=O)cc1OC	-3	-1	2	0.9	2	-2	8	-8	-8
O=C(Cn1c(CO)nc2ccccc21)NCCc1ccccc1	5	3	0	-2.3	1	2	3	-8	-1
CCN(CC)CC(C)CNC(=O)C1(O)c2ccccc2NC(=O)N1c1ccc(Cl)c(Cl)c1 (configuration not stated)	2	4	-2	0.0	2	0	18	-4	2
COc1cc(-c2cnc3c(NC=O)cc(-c4cccc(C(=O)NCCN(C)C)c4)cn23)cc(OC)c1OC	x	-1	0	x	0	8	14	1	-2
COc1cc(/C=N\NC(=O)C2COc3ccccc3O2)cc(OC)c1O (configuration not stated)	10	4	1	-0.8	11	6	8	-2	5
Cc1nnc(SCC(=O)Nc2cc(C(C)(C)C)nn2-c2ccccc2)s1	-16	1	0	-3.2	1	2	4	-6	8
CCn1c(CSCc2ccc(C)cc2)nnc1SCC(=O)N1CCN(c2ccccc2)CC1	-27	-6	-4	1.7	6	0	-5	-5	-6
CCN1CCN(C(=O)c2cc3cc4cc(OC)ccc4nc3s2)CC1	-6	-7	2	0.9	0	-1	4	-8	2
O=S(=O)(Nc1ncn[nH]1)c1ccc2ccccc2c1	11	-14	-7	-1.3	0	-1	0	-2	-2
C=CCNC(=S)NNC(=O)C(CCC(C)C)CC(C)O (configuration not stated)	-28	1	-3	0.9	1	3	5	7	6
COc1ccc(C(=O)c2ccc(CC(=O)O)s2)cc1	7	-4	-1	1.3	0	8	5	1	4
CCN(CC)C(=O)COc1ccc(S(=O)(=O)N2CCCC2)cc1	10	1	-2	0.4	1	6	9	1	-4
CCN(CC)c1ccc(/C=N/NC(=O)C(O)c2ccccc2)cc1 (configuration not stated)	-2	0	-6	-1.2	0	10	6	9	1
CN1C[C@@H]2[C@@H]3C(=O)N(C)C(=O)[C@@H]3[C@](Cc3ccccc3)(C1=O)N2C(=O)c1ccccc1	-6	6	4	0.4	0	-6	0	1	-3
COc1ccc(C(C(=O)NC2CCCCC2)N(CC2CCCO2)C(=O)CNC(=O)c2ccco2)cc1 (configuration not stated)	6	6	-3	1.2	0	-11	5	4	-2
Cc1ccc(S/C=C\C(=O)c2ccccc2)cc1	-7	-2	0	3.6	-2	6	-4	15	-5
O=C(c1ccco1)N1CCN(Cc2nc3cc(Cl)ccc3c(=O)[nH]2)CC1	-5	3	2	-0.9	0	2	7	-9	3
CC1(C(=O)NS(=O)(=O)C2CC2)CCN(C(=O)c2ccc(F)c(Cl)c2)C1 (configuration not stated)	x	-2	1	x	0	-2	7	0	-7
C[C@@H]1CN([C@@H](C)CO)S(=O)(=O)c2ccc(-c3cccc(C#N)c3)cc2O[C@@H]1CN(C)C(=O)c1ccc(F)cc1	-1	1	1	2.3	4	0	-3	-4	-2
O/N=C(\COc1ccccc1O)c1ccccc1	-12	1	-1	0.6	1	1	6	-5	-3
C=CCn1c(SCc2c(C)noc2C)nc2sc3c(c2c1=O)CCC(C)C3 (configuration not stated)	1	-1	-4	1.9	1	-7	13	4	-11
Cc1cc(N2C(=O)C(O)=C(C(=O)c3ccc(C)o3)C2c2ccc([N+](=O)[O-])cc2)no1 (configuration not stated)	11	6	-2	-0.6	0	4	9	1	-6
Cc1ccc(NC(=S)NCc2ccc(F)cc2)c(C)c1	15	-6	-11	-0.6	-1	9	-3	-6	12
Cc1cc(C)n2nc(CC(=O)NCc3ccc(F)cc3)nc2n1	1	-5	-1	-0.2	2	-4	8	5	-12
CSc1nccc(Oc2ccc(C#N)cc2)n1	8	-7	-1	-0.5	1	14	7	2	-3

Copied from the list:
For CHRM4 agonist, CSc1nccc(Oc2ccc(C#N)cc2)n1 has the entry 1
For CRFR2-BP ag, C[C@@H]1CN([C@@H](C)CO)S(=O)(=O)c2ccc(-c3cccc(C#N)c3)cc2O[C@@H]1CN(C)C(=O)c1ccc(F)cc1 has the entry 2.3
For M5 antag, Cc1ccc(NC(=S)NCc2ccc(F)cc2)c(C)c1 has the entry 9
For CRFR2-BP antag, C=CCn1c(SCc2c(C)noc2C)nc2sc3c(c2c1=O)CCC(C)C3 (configuration not stated) has the entry 1

Next section.
SMILES	CRFR2-BP antag	M5 PAM	M5 ag	CRFR2-BP ag	CHRM4 agonist	M5 antag	M1 PAM	M4 PAM	CHRM4 antagonist
CCCOC(=O)CSc1nnc(-c2cc(OC)c(OC)c(OC)c2)o1	-16	-1	-1	-4.4	2	2	2	1	-2
COc1cc(OC)c(-c2noc(C(=O)OC(C)(C)C)c2C(=O)OC(C)(C)C)c(OC)c1	-2	2	-2	-0.5	-2	-6	11	11	-8
CCC1CCCCN1CCNS(=O)(=O)c1ccc2c(c1)oc(=O)n2C (configuration not stated)	-5	-1	-1	3.0	0	0	-27	-14	29*
CCOC(=O)c1c(NC(=O)C2C3CCC(O3)C2C(=O)O)sc(C)c1-c1ccc(F)cc1 (configuration not stated)	-5	3	-2	1.5	0	3	4	12	0
CCCn1nc2cc(C(=O)NCCc3ccc(C)cc3)ccc2c1OCC	-6	7	-3	-1.0	0	6	-7	1	-1
Cc1ccc(C)c(NC(=O)Cn2ccn(-c3ccc4c(c3)OCO4)c(=O)c2=O)c1	4	2	2	0.3	0	1	4	3	-5
Cc1nn(-c2ccc(F)cc2)c(C)c1CN1CCN(CCC(C)C)C(CCO)C1 (configuration not stated)	-14	3	-15	3.1	0	5	5	-10	-8
COC(=O)c1cc(S(=O)(=O)N2CCN(c3cccc(Cl)c3)CC2)c[nH]1	31	-1	0	-2.2	1	3	4	-2	-3
S=C1Nc2ccccc2Sc2ccc(Cl)cc21	10	-10	-2	-0.6	2	0	4	-11	-14
CCSc1nc2ccc(OC)cc2cc1C#N	4	9	-2	-0.5	-1	-5	-1	7	0
Cc1cc(C(=O)N2CCC2(C)C(=O)O)c(C)o1 (configuration not stated)	x	5	0	x	1	-19	3	18*	-25
Cc1cc(C)c2c(N)c(C(=O)c3ccc(Cl)cc3)sc2n1	19	-6	0	0.5	11	6	-1	28*	-2
COc1ccc(NC(=O)COC(=O)CCNS(=O)(=O)c2ccc(Cl)cc2)cc1	4	-7	3	-0.7	6	2	-2	-18	12
CS(=O)(=O)N(CC(=O)NCc1ccc2c(c1)OCO2)c1cccc(Cl)c1	16	2	-1	-1.2	1	-1	9	-3	4
CC(C)CN(C(=O)CN(C)S(=O)(=O)c1ccc(Cl)cc1)C1CCS(=O)(=O)C1 (configuration not stated)	3	-5	-3	-2.2	1	18	3	1	9
O=C(NCc1cccc(C(F)(F)F)c1)c1cc(Cl)cc(Cl)c1	-19	-13	-6	2.1	0	0	-14	-18	3
CN1C(=O)NC(=O)C1c1ccccc1 (configuration not stated)	10	1	1	-0.8	2	12	-1	8	-8
Cc1cccc2nc(Cn3c(=O)n(CCC(=O)NCc4ccco4)c(=O)c4sccc43)cc(=O)n12	-22	-1	0	-1.9	1	8	5	1	9
COc1ccc(-c2nc(CSCC(=O)NC3CCN(Cc4ccccc4)CC3)c(C)o2)cc1OC	-16	-4	-5	1.1	1	15	-3	-2	3
O=C(NCCN1CCNCC1)c1ccccc1O	1	5	-1	-0.8	0	-2	8	-1	3
CCN1CCN(c2ccc(S(=O)(=O)N3CCOCC3)cc2NC(=O)CCSC)CC1	1	0	-3	0.8	0	3	1	3	0
O=C(N/N=C/c1ccc(OC(=O)c2ccco2)cc1)c1ccc[n+]([O-])c1	8	5	5	0.6	1	8	10	3	1
CCOc1ccc(N2C(=O)CC(Cc3cc(C)cc(C)c3)C2=O)cc1 (configuration not stated)	-20	-5	-1	-1.0	2	6	4	1	-3
Cc1ccc(C)c(C(=O)COC(=O)Cn2c(C)csc2=O)c1	2	9	-2	-1.4	1	-13	6	15	6
COc1cc(C=O)c(Br)cc1OCC(=O)NCc1ccccc1	-15	-1	0	2.6	2	10	11	1	7
Cc1c(Cl)cccc1NS(=O)(=O)c1ccccc1	8	-2	-10	-4.2	2	8	4	5	-3
COc1ccc(Cn2c(CCC(=O)Nc3ccccc3OC)nc3cccnc32)cc1	2	10	-2	0.4	2	-4	0	-3	-5
O=C(/C=C/c1ccccc1)NCCSCc1ccccc1Cl	7	-2	-5	0.1	3	-3	-1	-5	-23
CCOc1cc(S(=O)(=O)N2CCN(S(=O)(=O)CC)CC2)c(OCC)cc1-n1cnnn1	-5	3	-1	0.1	0	-7	12	1	-9
